Source: PubChem (several laboratories)
FXIa inh mix – FXIa protease inhibitors in compound pools, primary screen, biochemical, 10-compound mixtures. Coagulation factor XI (Homo sapiens), P03951. purified FXIa, fluorogenic substrate, pooled mixtures. actives 0.19% (n = 62,000). inhibition, % at 5 µM;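 note: each value is inhibition by a whole ten-compound pool holding the compound; 0% = enzyme with no mixture and 100% = wells lacking enzyme; strong numbers were not always called active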
C1s inh – complement C1s protease inhibitors, primary screen, biochemical, 10-compound mixtures; purified C1s, fluorogenic AMC substrate, pooled mixtures; mean inhibition % of two 10-compound mixtures (active compounds read high), % at 5 µM (by protocol); actives 0.16% (n = 62,000); Complement C1s subcomponent (Homo sapiens), P09871;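 active = inhibition above 20% in each of the two 10-compound mixture wells holding the compound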;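 note: 0% = enzyme wells lacking compound mixture and 100% = no-enzyme blank wells; some compounds called inactive have numbers as strong as hits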
CatG inh – human cathepsin G inhibitors, primary screen, biochemical, pooled compound mixtures, AMC fluorescence; actives 0.2% (n = 62,000); P08311; purified enzyme, AMC-tetrapeptide fluorescence; inhibition, % at 5 µM (by protocol);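 active = inhibition above 20% in each of the two mixture wells holding the compound; inactive = inhibition of 20% or less in either well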;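 note: 0% = enzyme control without mixture and 100% = blank lacking enzyme; strong numbers were not always called active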
CatB mix inh – cathepsin B inhibitors from pooled compounds, primary screen, biochemical, compound mixtures, AMC fluorescence; Purified cathepsin B, AMC dipeptide fluorescence; P07858; inhibition, %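 (ten-compound pools at 5 µM per compound and 50 µM total)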; actives 0.06% (n = 62,000); in the data active = inhibition above about 22%, passing the limit was not always enough; inconclusive = no clear call, values can overlap the other calls;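 note: 0% = enzyme without compound and 100% = no enzyme blank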
CatB inh – human cathepsin B inhibitors, primary screen, biochemical, fluorogenic substrate; AID 453, 2006; actives 0.1% (n = 63,000); P07858; inhibition, %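 (tested at 10 µM)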; purified cathepsin B, fluorescence; in the data active = inhibition above about 21%;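 note: 0% = enzyme with no compound and 100% = no enzyme blank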
Abs 340nm – compound light absorbance at 340 nm, profiling panel, artefact control, biochemical, MLSMR library, data from PS, PMK, MK assays; AID 708, 2007; compound absorbance at 340 nm, fold over control; 65,000 tested, under 10 active; fold change at 10 µM;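 active = at 10 µM dose, initial 340 nm absorbance at least 2 fold that of control wells; inactive = change under 2 fold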;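 note: initial absorbance extrapolated from kinetic A340 decline of NADH oxidation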
CatS block – inhibitors of human cathepsin S, biochemical, compound mixtures | P25774 | recombinant cathepsin S, AMC dipeptide fluorescence, pooled mixtures | actives 0.06% (n = 62,000) | AID 501, 2006 | inhibition, %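 (tested at 5 µM per compound within 10-compound mixtures)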; in the data active = inhibition above about 32%, passing the limit was not always enough; inconclusive = no clear call, values can overlap the other calls;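 note: 0% = enzyme without compound and 100% = blank without enzyme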
Target sequence (P25774 115-331 limits assumed): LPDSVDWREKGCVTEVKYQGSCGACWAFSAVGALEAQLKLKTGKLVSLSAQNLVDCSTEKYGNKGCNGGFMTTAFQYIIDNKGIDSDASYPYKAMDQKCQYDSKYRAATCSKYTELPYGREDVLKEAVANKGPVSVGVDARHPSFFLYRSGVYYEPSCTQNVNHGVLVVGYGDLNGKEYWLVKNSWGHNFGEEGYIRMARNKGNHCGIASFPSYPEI
CatL inh – inhibitors of human cathepsin L, biochemical; Procathepsin L (Homo sapiens), P07711; purified cathepsin L, fluorogenic substrate, fluorescence; inhibition, %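 (tested at 10 µM)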; actives 0.17% (n = 58,000); AID 460, 2006; in the data active = inhibition above about 45%;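 note: 0% = enzyme with no compound and 100% = no enzyme blank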
Target sequence (P07711 114-288 limits assumed): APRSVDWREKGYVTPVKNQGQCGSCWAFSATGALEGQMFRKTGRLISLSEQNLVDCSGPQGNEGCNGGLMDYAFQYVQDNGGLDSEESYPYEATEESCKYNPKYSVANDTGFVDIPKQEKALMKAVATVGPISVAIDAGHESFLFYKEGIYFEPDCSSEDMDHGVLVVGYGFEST
Target sequence (P07711 292-333 limits assumed): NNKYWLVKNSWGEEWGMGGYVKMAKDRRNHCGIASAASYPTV
FXIIa mix inh – human factor XIIa inhibitors, primary screen, biochemical, pooled compound mixtures, fluorogenic substrate. Coagulation factor XII (Homo sapiens), P00748. purified FXIIa. inhibition, % at 5 µM. actives 0.2% (n = 62,000). AID 684, 2007;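 note: 0% = enzyme without compound and 100% = no enzyme blank; some results filed as inactive read as strong as hits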
Target sequence (P00748 20-372 limits assumed): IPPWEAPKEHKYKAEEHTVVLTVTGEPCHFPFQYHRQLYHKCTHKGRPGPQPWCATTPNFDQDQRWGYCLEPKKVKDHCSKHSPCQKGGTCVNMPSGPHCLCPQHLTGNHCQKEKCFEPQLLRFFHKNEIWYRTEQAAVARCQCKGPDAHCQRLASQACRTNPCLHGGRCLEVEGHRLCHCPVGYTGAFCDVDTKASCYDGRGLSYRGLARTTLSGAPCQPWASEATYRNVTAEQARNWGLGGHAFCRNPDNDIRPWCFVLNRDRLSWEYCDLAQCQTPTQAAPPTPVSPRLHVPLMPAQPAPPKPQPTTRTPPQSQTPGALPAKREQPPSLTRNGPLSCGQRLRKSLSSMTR
Target sequence (P00748 373-615 limits assumed): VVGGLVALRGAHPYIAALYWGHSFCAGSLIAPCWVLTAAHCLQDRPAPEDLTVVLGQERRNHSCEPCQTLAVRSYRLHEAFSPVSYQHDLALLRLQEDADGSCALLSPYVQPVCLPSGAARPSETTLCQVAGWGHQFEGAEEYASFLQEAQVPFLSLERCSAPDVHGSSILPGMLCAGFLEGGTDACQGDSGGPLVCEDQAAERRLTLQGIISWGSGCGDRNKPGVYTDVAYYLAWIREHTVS
Starred values were filed as active, the others as inactive; ? = inconclusive; nt = no result given. Cut-off read from the data, not from the text of the source, unless noted: active = inhibition above about 20% (passing the limit was not always enough); inactive = the rest.

item	SMILES	FXIa inh mix	C1s inh	CatG inh	CatB mix inh	CatB inh
1	N#CCSC1=Nc2ccccc2C2=NC(CCC(=O)N3CCN(c4ccccc4)CC3)C(=O)N12 (stereo not given)	5	3	1	8	3
2	Cc1ccc(N2CC(C(=O)Oc3cccc(N4C(=O)CCC4=O)c3)CC2=O)cc1 (stereo not given)	9	2	2	6	-1
3	CC(C)Sc1nc2c(cnn2-c2ccc(F)cc2)c(=O)[nH]1	8	18	13	2	2
4	Cc1ccc(C)c(N(CC(=O)NCc2ccc3c(c2)OCO3)C(=O)CCC(=O)Nc2ccccn2)c1	6	1	-10	1	-3
5	O=C(c1nn2c(C(F)(F)F)cc(-c3ccc(F)cc3)nc2c1Cl)N1CCOCC1	-12	-67	-10	-16	3
6	COCCCNC(=O)c1c(N)n(-c2cccc(S(N)(=O)=O)c2)c2nc3ccccc3nc12	-16	-47	-3	-3	-5
7	CCOc1ccc(NC(=O)C2CCC(N3C(=O)C4CC=CCC4C3=O)CC2)cc1 (stereo not given)	-16	-76	-15	-2	2
8	COc1ccc2nc(N3CCCCC3)c(C#N)cc2c1	5	6	7	1	1

item	Abs 340nm	CatS block	CatL inh	FXIIa mix inh
1	1.1	16	nt	14
2	1	2	-6	4
3	1	15	9	-12
4	0.97	10	0	1
5	1.1	-33	9	2
6	1	1	-174	1
7	0.88	-14	1	-2
8	1	-7	-32	-45

Next part:
item	SMILES	FXIa inh mix	C1s inh	CatG inh	CatB mix inh	CatB inh
9	O=C1C2C3C=CC(C3)C2C(=O)N1c1ccc(-c2nc3ccccc3o2)cc1 (stereo not given)	-3	-2	7	0	-2
10	CC1CC(C)CN(CCCNC(=O)CNC(=O)Cn2ccc3ccccc3c2=O)C1 (stereo not given)	-12	-6	4	4	3
11	O=C(CCCNS(=O)(=O)c1cccs1)N1CCN(c2ccc(F)cc2)CC1	3	2	1	0	-1
12	Cn1c(NCc2ccccc2Cl)nc2ccccc21	12	17	21	18	-1
13	CCc1ccc(C2CC(c3ccccc3)n3ncnc3N2)cc1 (stereo not given)	2	-1	3	0	-2
14	COc1cccc(Cn2c(Oc3ccccc3)nc3c2c(=O)n(C)c(=O)n3C)c1	0	0	13	-2	-2
15	O=C(O)CCc1ccc(-c2ccc(Br)cc2)n1Cc1ccco1	10	16	15	4	1
16	OCCN1CN=C(Nc2nc3ccccc3s2)NC1	-2	3	9	-1	1

item	Abs 340nm	CatS block	CatL inh	FXIIa mix inh
9	1	-3	7	4
10	1	-6	nt	4
11	1.1	10	19	-17
12	1.1	-4	5	3
13	0.98	3	1	10
14	0.99	-3	8	1
15	1.1	10	20	-12
16	1	8	15	23

(listing goes on)
item	SMILES	FXIa inh mix	C1s inh	CatG inh	CatB mix inh	CatB inh
17	Cn1c(CNC(=O)c2ccco2)nnc1SCC(=O)N1c2ccccc2Sc2ccccc21	3	7	10	2	-3
18	COc1ccc(NC(=O)CCNC(=O)Cn2ccc3ccccc3c2=O)c(OC)c1	10	13	9	4	-2
19	O=C(C1CCN(C2CC(=O)N(Cc3ccccc3)C2=O)CC1)N1CCCCCC1 (stereo not given)	-2	-31	2	9	2
20	O=S1(=O)CCC(NCC2CCCO2)C1 (stereo not given)	8	-3	-4	4	0
21	COc1cccc(NC(=O)Cn2c(-c3cncs3)nc3ccccc32)c1	13	12	13	3	4
22	Cc1ccc(S(=O)(=O)N2CCCN(S(=O)(=O)c3ccc4c(c3)OCCO4)CC2)cc1	1	-12	-15	2	3
23	CCOC(=O)C1Cc2ccccc2CN1 (stereo not given)	4	-1	-2	3	1
24	CCCC(=O)Nc1nc2ccc(OCC)cc2s1	3	8	11	5	5

item	Abs 340nm	CatS block	CatL inh	FXIIa mix inh
17	1	-9	6	10
18	1	3	10	4
19	1	28	6	-12
20	0.99	9	3	2
21	1	12	20	6
22	1	-7	-5	-1
23	1	-3	nt	7
24	1	-4	-3	6

Taken from the entries so far (2 entries):
item	SMILES	FXIa inh mix	C1s inh	CatG inh	CatB mix inh	CatB inh
22	Cc1ccc(S(=O)(=O)N2CCCN(S(=O)(=O)c3ccc4c(c3)OCCO4)CC2)cc1	1	-12	-15	2	3
23	CCOC(=O)C1Cc2ccccc2CN1 (stereo not given)	4	-1	-2	3	1

item	Abs 340nm	CatS block	CatL inh	FXIIa mix inh
22	1	-7	-5	-1
23	1	-3	nt	7

Back to the main list with the five entries that preceded the break.
item	SMILES	FXIa inh mix	C1s inh	CatG inh	CatB mix inh	CatB inh
20	O=S1(=O)CCC(NCC2CCCO2)C1 (stereo not given)	8	-3	-4	4	0
21	COc1cccc(NC(=O)Cn2c(-c3cncs3)nc3ccccc32)c1	13	12	13	3	4
22	Cc1ccc(S(=O)(=O)N2CCCN(S(=O)(=O)c3ccc4c(c3)OCCO4)CC2)cc1	1	-12	-15	2	3
23	CCOC(=O)C1Cc2ccccc2CN1 (stereo not given)	4	-1	-2	3	1
24	CCCC(=O)Nc1nc2ccc(OCC)cc2s1	3	8	11	5	5
25	CC(C)C1C(C#N)=C(N)Oc2n[nH]c(-c3cccs3)c21 (stereo not given)	10	-30	-9	7	5
26	Cc1nc(NC(=O)C23CCC(C)(C(=O)O2)C3(C)C)sc1C (stereo not given)	4	3	12	3	5
27	CSc1nc(C)cc(OCCNS(=O)(=O)c2cc(C)ccc2C)n1	3	-56	-5	2	-5
28	O=C(CSc1nc2ccccc2[nH]1)Nc1cc(C(F)(F)F)ccc1N1CCOCC1	-5	-81	5	-6	3
29	O=C(Nc1nc(-c2ccccn2)cs1)c1ccc(Cl)s1	8	-5	-3	5	3
30	COc1ccc(NS(=O)(=O)c2cc(OC)ccc2NC(=O)c2cc(C)oc2C)cc1	3	9	3	3	6
31	Cc1ccc(C2NC(=O)NC3=C2CCc2ccccc23)cc1 (stereo not given)	1	-19	0	4	-1
32	COc1ccc(NC(=O)N(Cc2cccnc2)Cc2ccccc2Cl)c(OC)c1	3	-11	-6	-1	1

item	Abs 340nm	CatS block	CatL inh	FXIIa mix inh
20	0.99	9	3	2
21	1	12	20	6
22	1	-7	-5	-1
23	1	-3	nt	7
24	1	-4	-3	6
25	1	18	nt	4
26	1	2	2	4
27	1	-4	-5	2
28	1	0	5	0
29	1.1	3	0	-21
30	1	12	9	2
31	1	1	-7	-1
32	1.1	3	-5	3

Next part.
item	SMILES	FXIa inh mix	C1s inh	CatG inh	CatB mix inh	CatB inh
33	COC(=O)c1cc2ccsc2n1CC(=O)N1CCCc2ccccc21	-3	-5	6	2	1
34	Cc1nnc2ccc(Oc3ccc(-c4ccccc4)cc3)nn12	-6	-16	-15	43	6
35	COc1cc(C2c3c(oc4ccc(Cl)cc4c3=O)C(=O)N2Cc2ccco2)cc(OC)c1OC (stereo not given)	9	4	-1	6	0
36	COc1ccc(C2OC(=O)CC2C(=O)N2CCN(c3cc(Cl)ccc3C)CC2)cc1OC (stereo not given)	4	-2	1	4	-1
37	CC(C)C(c1nnnn1C1CCCC1)N1CCc2ccccc21 (stereo not given)	-2	-13	7	2	-1
38	CC(=O)N1CCc2cc(S(=O)(=O)NCCC(=O)NC3CCN(Cc4ccccc4)CC3)ccc21	-1	-2	-2	1	1
39	O=C(O)CCCNCc1ccccc1F	7	19	11	6	-2
40	CCSc1nc(N2CCOCC2)c2ccccc2n1	-1	-2	8	-5	-2

item	Abs 340nm	CatS block	CatL inh	FXIIa mix inh
33	0.97	-3	0	18
34	1.1	19	21	1
35	1.1	14	-3	9
36	1.1	18	4	7
37	1	-4	16	5
38	0.98	-3	8	10
39	0.98	-2	-4	1
40	1.1	-6	25	-14

Remaining list, next part
item	SMILES	FXIa inh mix	C1s inh	CatG inh	CatB mix inh	CatB inh
41	CCOc1ccccc1N(C(=O)c1ccco1)C(C(=O)NC1CCCC1)c1cccnc1 (stereo not given)	3	-1	-1	13	11
42	CS(=O)(=O)N(CC(N)=O)Cc1ccc(Cl)cc1	3	10	13	6	6
43	CCOc1c(N2CCCCC2)c(=O)c1=O	2	-16	-3	-4	-1
44	O=C(NCC1CCCO1)c1nn2c(c1Cl)NC(c1ccc(F)cc1)CC2C(F)(F)F (stereo not given)	-3	-31	1	-3	-5
45	CCOC(=O)C1CCN(C(=O)c2sc3nc(-c4ccccc4)cn3c2C)CC1	4	-7	-2	-1	-2
46	COc1ccc(C(=O)N2CCN(c3ccc(C)cc3C)CC2)cc1OC	4	-8	-2	3	-2
47	CCOC(=O)N1CCC(NC(=O)c2cccn3c(=O)c4cc(Br)ccc4nc23)CC1	7	3	3	-1	-1
48	O=S(=O)(c1ccccc1)N(C1=NCCS1)S(=O)(=O)c1ccccc1	-1	-1	10	-5	3

item	Abs 340nm	CatS block	CatL inh	FXIIa mix inh
41	0.97	17	8	1
42	1.1	9	18	7
43	0.98	0	11	2
44	1.1	3	8	13
45	1	4	-2	-2
46	1	0	nt	2
47	1	3	-17	12
48	0.97	3	1	4

(list continues)
item	SMILES	FXIa inh mix	C1s inh	CatG inh	CatB mix inh	CatB inh
49	CC(C)[C@@H]1N[C@]2(C(=O)Nc3ccccc32)[C@@H]2C(=O)N(c3cccc(C(F)(F)F)c3)C(=O)[C@@H]21	5	2	-5	6	5
50	Cc1ccc2cc(CN(Cc3cccs3)Cc3nnnn3CC3CCCO3)c(=O)[nH]c2c1 (stereo not given)	8	0	9	2	1
51	Fc1ccccc1/C=N/n1cnnc1	6	15	9	3	-3
52	O=C(NCCN1CCOCC1)N1CCOCC1	7	3	0	9	-6
53	Cc1ccc(OCc2nc(C#N)c(N3CCN(Cc4ccccc4)CC3)o2)cc1	-4	-18	-12	4	9
54	CCOc1ccccc1N1C(=O)c2cccnc2C1=O	3	-7	-3	1	-2
55	c1ccc(-n2ncc(-c3nn[nH]n3)n2)cc1	4	-1	0	4	-2
56	Cn1c(=O)n(C)c(=O)n(CC(=O)N2CCCCC2)c1=O	3	-26	1	3	-2

item	Abs 340nm	CatS block	CatL inh	FXIIa mix inh
49	1	8	-4	2
50	1.1	-6	-2	3
51	1	-2	2	9
52	0.99	2	-14	-12
53	1	8	14	10
54	1	0	-1	-19
55	1	-5	-3	9
56	1.1	-3	-1	5

(list continues)
item	SMILES	FXIa inh mix	C1s inh	CatG inh	CatB mix inh	CatB inh
57	CCOC(=O)C1=C(C)Nc2nnnn2C1c1cccc(OC)c1OC (stereo not given)	5	-6	1	1	6
58	Cc1ccc(-c2cc(C(F)F)nc(NCC3CCCO3)n2)cc1 (stereo not given)	-3	-18	-7	7	4
59	CCc1ccc(C(=O)COC(=O)CNC(=O)c2ccco2)cc1	8	25	-7	1	1
60	CCCC(=O)Nc1cc(C)c(NC(=O)Cc2ccccc2)cn1	7	-3	-2	-4	-4
61	Nc1c(NC2CCCCC2)c2ccccc2oc1=O	5	1	-3	4	7
62	CC(C)Oc1ccc(C(=O)N(CN2CCCC2=O)c2ccc(F)cc2)cc1	-2	-26	-3	-2	-3
63	COc1ccc(N2C(=O)C3CCCN3C2c2ccc(F)cc2)cc1Cl (stereo not given)	6	11	11	4	-1

item	Abs 340nm	CatS block	CatL inh	FXIIa mix inh
57	1	3	14	-3
58	0.99	?	8	2
59	1	-7	0	3
60	1.1	-4	-8	0
61	1.2	15	0	-1
62	0.98	-1	-8	1
63	0.98	2	8	7

This is a subset (hit frequency here may not be typical).
